Screening data as filed in PubChem BioAssay.
FLuc inhib CS – inhibits firefly luciferase, flagging false hits in luciferase inhibition screens. inhibition, % at 10 µM. AID 1006. ATPLite firefly luciferase biochemical luminescence, 10 min. 1.5% of 200,000 active;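 active means inhibition above about 50% when tested at 10 µM, limit read from the data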
Target sequence (P08659 whole entry, looked up): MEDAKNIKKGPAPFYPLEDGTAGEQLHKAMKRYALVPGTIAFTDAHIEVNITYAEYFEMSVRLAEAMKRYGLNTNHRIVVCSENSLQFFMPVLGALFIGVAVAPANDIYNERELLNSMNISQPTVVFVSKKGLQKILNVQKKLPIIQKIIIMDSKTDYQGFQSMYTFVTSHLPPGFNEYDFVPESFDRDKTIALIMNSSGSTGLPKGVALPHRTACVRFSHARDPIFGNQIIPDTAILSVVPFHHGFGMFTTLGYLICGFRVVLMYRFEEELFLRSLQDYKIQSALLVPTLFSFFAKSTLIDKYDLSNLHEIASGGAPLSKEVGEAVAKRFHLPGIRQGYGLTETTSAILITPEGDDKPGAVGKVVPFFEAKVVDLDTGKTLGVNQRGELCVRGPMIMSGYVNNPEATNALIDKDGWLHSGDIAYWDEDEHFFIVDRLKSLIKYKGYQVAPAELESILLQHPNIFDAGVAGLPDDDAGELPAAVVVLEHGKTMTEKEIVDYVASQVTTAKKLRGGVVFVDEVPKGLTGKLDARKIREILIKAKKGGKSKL
G6PDH counter – L. mesenteroides G6PDH inhibition counter-screen; Purified L. mesenteroides G6PDH, diaphorase/resazurin coupled fluorescence, 45 min; AID 1020; inhibition, % at 5 µM; 0.12% of 200,000 active; in the data active means inhibition above about 50%
APP 5'UTR act – activates APP 5'UTR luciferase reporter | 1% of 190,000 active | activation, % at 2 µM | SH-SY5Y APP 5'UTR luciferase reporter, luminescence; zero percent = DMSO vehicle wells;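 active means activation above a set limit, based on mean plus 3 SD of controls, cut at about 140% in these data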; further: values of inactives mirror those of a sister screen read the other way
FLuc stim CS – firefly luciferase counter-screen for stimulation assays. ATPlite luciferase biochemical, luminescence, 10 min; 0 = ATP-free wells, 1 = DMSO control. activation factor at 10 µM. 200,000 tested, under 10 active;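 active means luciferase activation factor, scaled between plate controls, of at least 2 with compound at 10 µM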
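System: luciferase plus luciferin reagent, cell-free; medium: PBS as buffer for the ATP substrate; dosing: test compounds dosed from 2 mM stocks in 100% DMSO; timing: 10 min post-reagent at room temperature; measured by: luminescence measurement of luciferase light output; evaluation: luciferase activation, seen as luminescence increase over controls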
HMGR II inh – blocks class II HMG-CoA reductase of Enterococcus faecalis; AID 1066; 0.41% of 190,000 active; purified E. faecalis HMGR, NADPH absorbance 340 nm kinetic; inhibition, % at 10 µM;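 active means inhibition above a set limit, the median over all tested compounds plus 3 SD, cut at about 9.5% in these data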;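 further: enzyme runs in reverse so mevalonate oxidation gives rising NADPH absorbance; 0% = complete reaction with DMSO and 100% = background rate lacking mevalonate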
Hsp70 activator – transcriptional activators of Hsp70. HeLa Hsp70 promoter luciferase reporter, luminescence; scaled: vehicle 0, proteasome-inhibitor control 100%. activation, % at 10 µM. 0.04% of 200,000 active;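 active means activation above the mean across all tested compounds plus 3 SD, cutoff set per campaign, cut at about 5.5% in these data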;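 further: 100% = MG132 at 30 µM as the positive control and 0% = DMSO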
APP transl inh – APP translation inhibition | SH-SY5Y APP 5'UTR-luciferase reporter, luminescence | inhibition, % at 2 µM | 0.82% of 190,000 active;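 active means inhibition above a set limit, derived from the sample mean plus 3 SD, cut at about 45% in these data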; further: values of inactives mirror those of a sister screen read the other way
STAT1 activator – STAT1 signaling activation; NIH 3T3 STAT1-luciferase reporter, IFN-gamma, luminescence; 100% = IFN-gamma alone, no compound; activation (% of control), % at 5.5 µM; 2.6% of 200,000 active; AID 932;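 active means activation above the screen-wide mean activation plus 3 SD, cut at about 130% in these data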;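 further: raw ratio to IFN-gamma control signal so 100% means no change and 0% no light; values of inactives mirror those of a sister screen read the other way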
NF-kB expr up – raises NF-kB expression in human neuronal cells. NF-kB reporter expression; stronger effect = higher value. fold change at 12.5 µM. 1.6% of 190,000 active; in the data active means fold change above about 3.3
DTT redox prof – compounds producing H2O2 with reducing agent – biochemical, NIH compound library profiling, artefact control for MLSCN library redox annotation, primary screen. DTT-dependent redox cycling H2O2, phenol red/HRP absorbance; 100% = 100 µM peroxide control, 0% = buffer. activation, % at 10 µM. 0.03% of 200,000 active. AID 878;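 active means activation of at least 50% relative to the plate's high and low controls in the primary single-dose screen; inactive means activation below 50%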;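 further: compound incubated with DTT at 0.8 mM final as the reducing agent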
An asterisk follows results filed as active; x = no result given. Compounds as they come; overall some 5.3% were active at least once.

Value order: FLuc inhib CS	G6PDH counter	APP 5'UTR act	FLuc stim CS	HMGR II inh	Hsp70 activator	APP transl inh	STAT1 activator	NF-kB expr up	DTT redox prof
CN1CCN(C(=O)CCN2C(=O)/C(=C/c3ccccc3Cl)SC2=S)CC1
    -6	9	-3	1.1	-6	-0.2	3	100	2	-0.4
Cc1ccc(C(=O)NCCc2cccc(Cl)c2)cc1[N+](=O)[O-]
    3	-3	24	1	2	-0.2	-24	120	1.6	0.2
Cn1nc([N+](=O)[O-])nc1Oc1ccccc1N
    -6	7	4	1.1	0	-0.3	-4	91	0.91	3.6
CC[n+]1c(-c2ccc(C)cc2)csc1Nc1c(C)n(C)n(-c2ccccc2)c1=O
    -4	-10	25	1	3	-0.2	-25	103	0.69	0.4
CCC1(C)NC(=O)N(CC(=O)N2N=C(c3ccccc3)CC2c2ccc(OC)cc2)C1=O (configuration not stated)
    -8	5	-1	1.1	-4	-0.4	1	108	0.81	0.5
CC(C)OC(=O)c1nnn(-c2nonc2N)c1CSc1ccccn1
    -1	13	-3	1	-4	-0.3	3	98	1	1.8
CCCCCCn1c(CN2CCN(C(=O)c3ccco3)CC2)nc2c1c(=O)n(C)c(=O)n2C
    -4	9	16	1	1	-0.4	-16	96	0.62	-0.3
CCc1nn2c(N(C)CCO)cc(C)nc2c1-c1ccc(F)cc1
    -3	6	12	1	-5	0.0	-12	97	1.4	-0.2
CC(=O)NCC12CC3CC(C1)CC(C(=O)O)(C3)C2
    -3	16	4	1	0	-0.2	-4	104	0.96	2.0
COC(=O)c1cc(S(=O)(=O)NC2CCN(Cc3ccccc3)CC2)cn1C
    -4	34	10	1	-4	0.0	-10	108	0.79	1.0
COC(=O)CCN(C(=O)c1ccc(N2CCCC2)c([N+](=O)[O-])c1)c1ccccn1
    -4	3	-15	1	1	-0.1	15	91	1	-1.9
O=C(CC1SC(=NCC2CCCO2)NC1=O)Nc1cccc2ccccc12 (configuration not stated)
    -6	-2	13	1.1	-3	-0.5	-13	97	1.1	0.3
Nc1ccc2c(C(F)(F)F)cc(C(F)(F)F)nc2n1
    0	2	2	1	3	-0.2	-2	88	0.85	-0.8
CCC(=O)Nc1ccccc1C(=O)NC1CCCCC1
    -4	5	33	1	-6	0.0	-33	99	1.1	-0.1
CN(C)c1nn(C(=O)Nc2cccc(C(F)(F)F)c2)cc1-c1ccccc1
    -7	6	3	1.1	-1	0.7	-3	100	1.1	-9.2
Clc1ccc(CNc2cnccn2)cc1
    -4	6	15	1	1	0.0	-15	95	0.94	-1.6
CCC(=O)Nc1cc(C)c(NC(=O)c2ccco2)cn1
    -2	6	15	1	-1	-0.3	-15	101	0.99	-1.1
Cc1ccc(SCc2c(C#N)c3ccccc3n2C)cc1
    -7	-7	-1	1.1	-1	-0.2	1	99	1.5	-1.1
C=CC[N+](C)(C)CC(=O)OCc1ccccc1
    -5	1	0	1.1	-4	-0.7	0	89	1.1	-0.6
CCOC(=O)C1Cn2c(nc3c(c2=O)C(C)(CC)Cc2ccccc2-3)S1 (configuration not stated)
    -3	3	4	1	-3	0.0	-4	97	0.72	1.7
CCOC(=O)c1[nH]c(C)c(C(=O)NCC2CCCO2)c1C (configuration not stated)
    -15	12	12	1.2	-1	0.0	-12	104	1.1	2.6
COc1ccc(CCNC(=O)c2ccco2)cc1OC
    -8	11	-21	1.1	-5	0.1	21	102	1.4	-0.3
CCc1nnc(NC(=O)CCC(=O)N2CCN(C3CCCCC3)CC2)s1
    -5	6	-1	1.1	-2	-0.1	1	94	1.2	-0.6
CO/N=C/c1ccc(N2CCN(C(=O)c3ccc(C)cc3)CC2)c([N+](=O)[O-])c1
    -6	-2	4	1.1	-4	0.2	-4	100	1.1	2.1
C=CCNC(=S)Nc1cc(S(=O)(=O)N2CCOCC2)ccc1-n1cncn1
    -4	18	13	1	-4	-0.3	-13	95	1.1	0.3
Cc1[nH]c2ccccc2c1C(=O)CSc1nc2ccccc2c(=O)n1CCCN1CCOCC1
    -5	-2	-7	1.1	-2	-0.1	8	96	0.38	0.2
C=CCOCCN(CCOCC=C)C1=NS(=O)(=O)c2ccccc21
    -5	13	-7	1.1	-5	-0.1	7	96	1.1	0.2
COc1ccccc1NC(=O)CCC(=O)Nc1ccccc1OC
    0	-2	0	1	-1	-0.1	0	101	1.2	2.1
COC(=O)CNC(=O)C12CC3(C)CC(C)(CC(C)(C3)C1)C2
    -10	11	-4	1.1	-2	0.0	4	102	1.4	0.4
Cc1ccc(S(=O)(=O)C2(C(=O)N3CCCCCC3)CC2)cc1
    -2	19	57	1	1	-0.3	-57	100	1	1.7
Clc1ncn(CCOc2ccccc2)c1Cl
    -2	2	-15	1	-3	0.0	15	111	1.4	2.1
Cn1cccc1CC(=O)NNC(=S)Nc1ccccc1Cl
    -5	5	6	1.1	-3	-0.6	-6	100	1.2	-0.6
NC(=O)CS(=O)(=O)c1ccc(Cl)cc1
    -4	4	20	1	-2	0.0	-20	103	1.1	-1.0
Cc1ccc(S(=O)(=O)c2nc(NCCCn3ccnc3)sc2Cl)cc1
    -7	1	-7	1.1	1	0.0	7	102	0.76	-0.3
Cc1cccc(N2CCN(C(=O)C3COc4ccccc4O3)CC2)c1C (configuration not stated)
    -7	2	-2	1.1	1	0.1	2	104	1.2	0.0
O=C(O)c1ccc(-c2ccco2)n1Cc1ccccc1
    -1	9	-2	1	-8	-0.2	2	101	0.94	1.7
Cc1cccc(N2C(=O)CC(N(O)c3ccccc3)C2=O)c1 (configuration not stated)
    -3	4	39	1	-3	0.0	-39	106	1.3	-1.4
C/C=C/CSc1nc2c(c(=O)[nH]c(=O)n2C)n1CCC
    -2	12	6	1	-1	-0.2	-6	96	1.1	1.1
CCOc1ccc(C(=O)NCC2OCCc3ccccc32)cc1 (configuration not stated)
    19	10	7	0.8	-4	0.0	-7	96	1.3	-0.8
CC(C)(C)C(=O)N(Cc1nc2ccccc2c(=O)[nH]1)Cc1cccs1
    -2	4	8	1	-2	0.0	-8	100	0.87	0.6
O=C(Cc1ccccc1)NCCSC1CCCCC1
    5	11	21	0.9	3	0.6	-21	104	1.6	-0.9
CC(C)(C)OC(=O)NCC(=O)NCC(=O)OCc1ccccc1
    -5	-14	-16	1	-8	-0.3	16	104	0.9	-4.5
COC(=O)c1ccc(/C=C/C(=O)c2cccc(OC)c2)cc1
    39	15	51	0.6	-1	0.0	-51	102	1.8	-0.6
CCC(C)NC(=O)C1CCCN1S(=O)(=O)c1ccc(Cl)cc1 (configuration not stated)
    -5	4	6	1	-6	-0.1	-6	104	0.92	0.1
Cc1ccc(NC(=S)NCCN(C2CCCCC2)C2CCCC2)cc1
    -9	5	8	1.1	-4	-0.1	-8	89	0.96	-0.5
O=C(c1ccc2c(=O)n(C3CCCC3)c(=S)[nH]c2c1)N1CCc2ccccc21
    -6	-3	-6	1.1	0	0.1	6	100	0.96	1.2
O=[N+]([O-])c1cccc(S(=O)(=O)N2CCC(c3nc(-c4ccncc4)no3)CC2)c1
    -14	22	x	1.1	-8	-0.4	x	96	1.1	0.7
COc1ccccc1/C=N/Nc1nccnc1Cl
    26	1	95	0.7	0	0.2	-95	110	2.2	3.0
Cc1ccc(-n2nnc3c(=O)n(Cc4ccccc4C)cnc32)cc1
    -8	-38	12	1.1	-8	-0.3	-12	111	0.9	0.3
Cn1c2ccccc2c2ncn(Cc3ccco3)c(=O)c21
    -9	8	10	1.1	-1	0.1	-10	99	0.99	2.2
CN(C)C(CNC(=O)CCCc1c[nH]c2ccccc12)c1ccco1 (configuration not stated)
    -2	0	15	1	-4	-0.5	-15	102	0.98	2.0
O=C(O)C(=O)/C(=C\c1ccccc1)c1ccc2ccccc2n1
    -2	3	129	1	-1	0.1	-129	144*	1.6	0.5
N#C/C(=C\c1ccc(C#N)cc1)C(=O)N1CCCC1
    0	3	19	1	-9	-0.2	-19	101	1.4	-0.3
Cc1ccc(O)c(NC2=C(Cl)C(=O)N(Cc3ccccc3)C2=O)c1
    -10	12	7	1.1	-2	-0.5	-7	121	1.2	-0.7
COC(=O)c1ccccc1NS(=O)(=O)c1ccc(O)c(C(=O)O)c1
    -9	6	14	1.1	-1	-0.3	-14	103	1	-2.4
CCOC(=O)N1CCN(Cc2c(F)cccc2F)CC1
    -4	4	3	1	-4	-0.1	-3	101	1	0.0
CCOC(=O)CSc1nnc(CSc2nc3ccccc3s2)n1C
    2	14	-1	1	0	-0.1	1	102	0.99	0.0
CCOC(=O)c1ccc(NC(=O)CCc2nc(-c3ccc(C)cc3)no2)cc1
    -2	-37	4	1	-3	-0.2	-4	103	0.76	0.6
CCOC(=O)COc1ccc2nsnc2c1Cl
    2	3	-1	1	0	-0.5	1	102	1.1	-1.8
O=C(OCCN1C(=O)c2ccccc2C1=O)c1ccc(S(=O)(=O)N2CCCCCC2)cc1
    -5	-28	-2	1.1	-4	-0.1	2	98	0.9	-0.4

Additional results follow:
Value order: FLuc inhib CS	G6PDH counter	APP 5'UTR act	FLuc stim CS	HMGR II inh	Hsp70 activator	APP transl inh	STAT1 activator	NF-kB expr up	DTT redox prof
Clc1ccc(-c2c[nH]c3ccccc23)nn1
    16	2	31	0.8	3	0.1	-31	106	1.3	-0.4
C=CCn1c(COc2ccc(Cl)cc2)nnc1SCC(=O)N/N=C/c1cccc(O)c1
    -6	4	2	1.1	-1	-0.2	-2	97	1.2	1.6
CC(C)C(C)NC(=O)CSc1nnc(-c2c[nH]c3ccccc23)o1 (configuration not stated)
    -2	1	9	1	-4	-0.1	-9	106	1.1	-1.7
C#CCOCCOCCOCCNc1nc(N2CCN(C(=O)Cn3cc(CCCCN)nn3)CC2)nc(N2CCN(C(=O)Cn3cc(CCCCN)nn3)CC2)n1
    -2	7	-5	1	-4	0.4	5	96	1.1	0.2
COc1ccc2nc3ccccc3nc2c1NC(=O)c1ccc(Br)cc1
    2	1	-1	1	-3	-0.3	1	91	1.4	-0.3
COC(=O)c1cc(NC2c3ccccc3C(=O)N2CCN2CCOCC2)cc(C(=O)OC)c1 (configuration not stated)
    -6	8	-23	1.1	-3	0.0	24	106	0.96	-0.4
COc1ccc(CN2CCN(C(=O)C3CCN(S(=O)(=O)c4cccs4)CC3)CC2)c(OC)c1OC
    -5	3	19	1.1	-2	-0.2	-19	84	0.74	0.5
COc1ccccc1C(=O)Nc1ccccc1C(=O)N1CCCC1
    -6	-6	9	1.1	-1	0.0	-9	93	0.87	2.9
CC1(C)Cc2ccccc2-c2nnc(C(F)(F)F)n21
    -6	-4	11	1.1	-3	-0.4	-11	104	1	-0.3
CCOc1ccc(NS(=O)(=O)c2cc(NC(=O)CCS(=O)(=O)c3ccc(C)cc3)ccc2OC)cc1
    -11	8	0	1.1	4	0.2	0	94	0.8	0.0
